# UTI89 phage lysis – inhibition of K1F phage lysis, E. coli UTI89, bacterial capsule biogenesis inhibitors, alamar blue (AID 488966). inhibition, % at 100 µM; hits with a dose series show IC50 in µM. E. coli UTI89 K1F phage lysis, alamar blue, 2 h; higher % means a stronger effect. 0.02% of 340,000 active;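 active means phage lysis inhibition, versus mean bacterial control, above a set limit; inconclusive means no clear call, values can overlap the other calls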;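 further: capsule biogenesis inhibitors block K1F phage lysis so surviving cells raise fluorescence; higher fluorescence means more inhibition of phage lysis; actives were called in the ten point dose series up to 300 µM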
# MgcRacGAP inhibition – MgcRacGAP GTPase-activating activity inhibitors, confirmation, biochemical, ADP Hunter fluorescence; Rac GTPase-activating protein 1 (Homo sapiens); 0.6% of 340,000 active; MgcRacGAP-stimulated Rac1 GTP hydrolysis, ADP Hunter fluorescence; higher % means a stronger effect; GST-tagged Rac1 F28L mutant substrate; AID 624330, 2012; inhibition, % at 30 µM; hits with a dose series show IC50 in µM;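 active means first-screen hits whose inhibition reached a set limit at any dose in the follow-up dose series; inconclusive means inhibition above the set first-screen limit but never retested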;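 further: fluorescence reports GDP produced by GAP-driven GTP hydrolysis; strong numbers were not always called active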
# Myeloid diff 2 – induction of myeloid progenitor differentiation, primary screen, cell-based, flow cytometry, MLPCN library | AID 624256, 2012 | 1% of 360,000 active | ER-HoxA9 myeloid progenitors, lysozyme-GFP differentiation | calls only at 10 µM;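 active means normalized GFP-positive differentiation at or above the plate's own cutoff, the solvent-only control mean plus 3 SD; inconclusive means no clear call, values can overlap the other calls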;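 further: cells exposed to compound for four days before flow analysis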
# Myeloid diff 2 GFP+ MAC1+ % – recorded beside Myeloid diff 2, whose call it bears; GFP+ MAC1+ double positive, %; measured here: differentiation confirmed by MAC1 staining
# * = called active by the depositor; i = inactive; ? = inconclusive; / = no result given; + = active, no number; [ ] = remark or other dose.
SMILES,UTI89 phage lysis,MgcRacGAP inhibition,Myeloid diff 2,Myeloid diff 2 GFP+ MAC1+ %
O=C(OCc1ccccc1C(F)(F)F)c1ccc(Br)c(S(=O)(=O)N2CCOCC2)c1,0.4%[50 µM],6%,i,0.4
CN(C(=O)c1cccc(NC(=O)Cc2ccc(NC(=O)C3CCN(C(=O)c4ccccc4)CC3)cc2)c1)C1CCCC1,0.2%,12%,i,1.0
CS(=O)(=O)c1ccc(NC(=O)c2cc3c(cc2Cl)N2CCCCCC2=NS3(=O)=O)cc1,0.9%[50 µM],6%,i,0.6
Cc1ccccc1C(=O)N1[C@@H](C(C)C)COc2cc(Br)ccc2S1(=O)=O,0.1%,6%,i,0.5
CNS(=O)(=O)c1ccc(CNC[C@H]2O[C@@H](n3cnc(C(N)=O)n3)[C@H](O)[C@@H]2O)cc1,0.1%,1%,i,0.5
c1coc(-c2nc3ccccc3s2)c1,0.9%,7%,i,0.9
CN(CC(=O)Nc1ccccc1Br)C(=O)c1ccccc1OCc1ccc(Cl)cc1,-0.5%[50 µM],9%,i,0.7
OC(c1cc(-c2cccc(Cl)c2)nc2ccccc12)C1CCCCN1 (stereo not drawn),8.6%,-4%,i,1.2
O=C(NCC(c1cccs1)N1CCOCC1)c1cc(S(=O)(=O)N2CCOCC2)ccc1Cl (stereo not drawn),0.6%[50 µM],1%,i,0.8
Oc1ccc(-c2nccs2)cc1,-0.3%,28µM*,i,0.7

# Whole records, looked up by structure.
# `CN(CC(=O)Nc1ccccc1Br)C(=O)c1ccccc1OCc1ccc(Cl)cc1` is entered as UTI89 phage lysis: -0.5%[50 µM]; MgcRacGAP inhibition: 9%; Myeloid diff 2: i; Myeloid diff 2 GFP+ MAC1+ %: 0.7
# `Cc1ccccc1C(=O)N1[C@@H](C(C)C)COc2cc(Br)ccc2S1(=O)=O` is entered as UTI89 phage lysis: 0.1%; MgcRacGAP inhibition: 6%; Myeloid diff 2: i; Myeloid diff 2 GFP+ MAC1+ %: 0.5

# Continuation.
SMILES,UTI89 phage lysis,MgcRacGAP inhibition,Myeloid diff 2,Myeloid diff 2 GFP+ MAC1+ %
O=C1C[C@@H]2c3c(cccc3CN1Cc1ccccc1)C[C@@H](O)[C@H]2O,-0.6%,2%,i,1.8
Cc1ccc(S(=O)(=O)N2CCN(C(=O)COC(=O)COc3ccc(Cl)cc3)CC2)c(C)c1,0.5%[50 µM],2%,i,0.1
CCOC(=O)C1CCN(C(=O)COC(=O)CNS(=O)(=O)c2ccc(SC)c([N+](=O)[O-])c2)CC1,0.5%[50 µM],6%,i,0.2
CC(C)(C)OC(=O)N1CCCC(C(=O)Nc2cccc(C(=O)NCCCCc3ccccc3)c2)C1 (stereo not drawn),-0.2%,7%,i,1.1
CC1(C)CN=C(c2ccccc2)NC1,-1.5%,14%,i,1.0
CC12CCC(=O)C=C1CCC1C2CCC2(C)C1CC1C3C(=O)N(Cc4ccccc4)C(=O)C3CC(=O)C12 (stereo not drawn),0.5%,-5%,i,0.7
C=CCn1c(=O)/c(=C/c2ccsc2)s/c1=C(\C#N)C(=O)NCCN1CCOCC1,3.0%,3%,i,0.6
CC(=NNc1ccc2ccccc2n1)c1ccccc1O,-3.3%,5%,i,0.7
CCCCN(C(=O)c1ccc2c(c1)S(=O)(=O)N=C1CCCCCN12)c1c(N)n(CC(C)C)c(=O)[nH]c1=O,0.3%,0%,i,1.1
C[C@@H](N)C(=O)N[C@H]1CCC2C3CC=C4C[C@@H](O)CC[C@]4(C)C3CC[C@@]21C (stereo partly drawn),1.4%,1%,i,0.5
CCCCc1nc2sc3c(=O)[nH]c(=S)[nH]c3c2c2c1CCC2,0.1%,10%,i,0.2
CNC(=O)c1cc(NC(=O)N(CCC#N)CCN(C(=O)NC(Cc2ccccc2)C(=O)NC(CC(C)C)C(=O)NC)c2ccccc2)ccc1OC (stereo not drawn),1.4%,-1%,i,1.1
CC(=NNC(=S)N1CCCCCC1)c1cccc2cccnc12,1.0%,1%,?,/
O=C1c2ccccc2C(=O)C1C(=O)C1CC1,-1.3%,7%,i,0.8
C[C@H](O)[C@@H]1C(=O)N2CCc3ccc(N4CCN(C)CC4)cc3[C@@H]2C[C@@H]1N(C)C(=O)Nc1cc(Cl)cc(Cl)c1,0.3%,10%,i,0.8
CCCCN(C(=O)CSCC(=O)Nc1ccc(OC)cc1)c1c(N)n(CC(C)C)c(=O)[nH]c1=O,1.3%[50 µM],5%,i,0.8
COc1cc(C(=O)c2ccccc2C(=O)O)c(OC)c2c1CCCC2,0.5%,2%,i,1.4
N#CC1C(=N)Cc2ccccc2-c2ccccc21 (stereo not drawn),-2.9%,-2%,?,/
Cc1ccc(Nc2ncnc(Cl)c2N)cc1,2.7%,-1%,i,0.4
O=C(O)C(=Cc1cc2c(cc1[N+](=O)[O-])OCO2)c1cc2c(cc1Br)OCO2,2.0%,7%,i,1.3
NC(=S)NN=C1CCC(C2CCCCC2)CC1 (stereo not drawn),1.6%,6%,?,/
Cc1ccccc1NC(=O)Cc1nc(COC(=O)c2ncc(Cl)c(Cl)c2Cl)cs1,-0.2%[50 µM],8%,i,0.0
C#CCOCCOCCOCCNc1nc(N2CCN(C(=O)[C@H](CCCCN)n3cc(CCC(=O)O)nn3)CC2)nc(N2CCN(C(=O)[C@H](Cc3ccc(O)cc3)n3cc(CCO)nn3)CC2)n1,4.5%,10%,i,2.2
O=C(NNC(=S)Nc1ccc(C(=O)O)c(O)c1)c1ccncc1,-1.0%,10%,i,0.6
Cc1ccccc1C(c1ccccc1Cl)N(C)C (stereo not drawn),1.9%,-2%,i,0.9
C[n+]1c(-c2ccccc2)cc2c(=Cc3ccc([N+](=O)[O-])cc3)c3ccccc3n21,0.5%,32µM*,?,/
O=C(Cc1cccc(NC(=O)C2CCN(C(=O)c3ccccc3)CC2)c1)Nc1cccc(C(=O)N2CCCCC2)c1,0.1%,8%,i,0.2
O=C1NCC(c2ccccc2)(c2ccccc2)C(=O)N1,1.1%,8%,i,1.4
O=S(=O)(Cc1ccccc1)C(CCCc1ccccc1)S(=O)(=O)Cc1ccccc1,-2.6%,-6%,+,13*
O=C(Nc1ccncc1)C1CC(=O)N(Cc2ccccc2)C1 (stereo not drawn),1.8%[50 µM],3%,i,0.9
C=C(C)COC(=O)c1ccccc1C(=O)OCC1(C)CO1 (stereo not drawn),3.2%,1%,i,0.7
O=C(NCc1ccc2c3c(cccc13)C(=O)N2)c1cccs1,0.0%,8%,i,0.3
O=C(Nc1ccn(CCCN(CCCn2ccc(NC(=O)OCc3ccccc3)nc2=O)CCc2cc3ccccc3[nH]2)c(=O)n1)OCc1ccccc1,0.4%,1%,i,1.2
Cn1c(=O)c2nc(SCc3ccccc3)n(C)c2n(C)c1=O,12%,6%,i,1.7
S=C(c1ccco1)N1CCOCC1,1.9%,-6%,i,1.0
COc1ccc(S(=O)(=O)N2CCC(C(=O)NCC(=O)Nc3c(C)cccc3C)CC2)cc1OC,1.2%[50 µM],3%,i,1.2
CC(C)C[C@@H](CNCC(=O)[C@H](C)NC(=O)c1[nH]cnc1C(=O)N[C@@H](C)CN)NC(=O)c1nc[nH]c1C(=O)N[C@@H](CO)C(=O)O,0.2%,9%,i,0.9
Cc1ccc(S(=O)(=O)Oc2cccc([N+](=O)[O-])c2)cc1,0.4%,1%,i,0.4
CC1(C)OC2OC(C3COC(=O)O3)C(OC(=O)c3ccccc3)C2O1 (stereo not drawn),-0.8%,7%,i,1.2
CC1C(C)N(C(=O)CCl)c2ccccc2N1C(=O)CCl (stereo not drawn),-1.3%,9%,i,0.8
Cn1c(=O)[nH]c2c(c1=O)CCO2,-1.4%,-3%,i,0.5
O=C1[C@H](Cc2ccccc2)NCCCC[C@H](c2ccco2)N1Cc1ccccc1,-0.4%,3%,i,1.3
CC(=O)C1CCC2C3CCC4=CC(=O)CCC4(C)C3(F)C(O)CC12C (stereo not drawn),-0.4%,8%,i,2.1
COc1cc(C(=O)Nc2ccc(S(=O)(=O)N3CCCCC3)cc2)ccc1OCC(=O)N1CCOCC1,0.1%[50 µM],3%,i,1.0
COc1cccc(CNC(=O)c2cccc(S(=O)(=O)N3CCN(Cc4ccccc4)CC3)c2)c1,0.6%[50 µM],0%,i,0.9
O=C(O)C1CCc2nc(NCc3ccccc3)nc(NCc3ccccc3)c2C1 (stereo not drawn),-0.2%,2%,i,0.8
O=[N+]([O-])c1ccccc1Nc1ccccc1[N+](=O)[O-],-2.9%,-9%,i,0.5
O=C(NC1=CC(=O)c2ccccc2C1=O)c1ccccc1,-2.1%,-88%,?,/
CC(=O)C1CCC2C3CCC4CC(=O)CCC4(C)C3C(C)(O)CC12C (stereo not drawn),1.7%,-5%,i,0.9
Nc1ccc2c(c1)Cc1cc(Cl)c(Cl)cc1-2,0.3%,32%,i,0.5
# Continuation.
SMILES,UTI89 phage lysis,MgcRacGAP inhibition,Myeloid diff 2,Myeloid diff 2 GFP+ MAC1+ %
Cc1onc(-c2ccccc2)c1C(=O)N[C@@H]1C(=O)N2C1SC(C)(C)[C@@H]2C(=O)O (stereo partly drawn),-0.4%,1%,i,3.6
Cc1ccccc1S(=O)(=O)N1C[C@H]2CON(C)[C@H]2C[C@H]1c1cccc(N2CCOCC2)c1,0.1%,0%,i,0.2
Cc1ccc(NC(=O)c2ncn(CCCNCCCc3ccccc3)n2)cc1C,2.9%,6%,i,0.6
C[C@@H](NCCCn1cnc2c(OCc3ccccc3)ncnc21)c1cccc2ccccc12,1.7%,8%,i,1.6
CC1(C)SC2c3ccccc3C(=O)N2C1C(=O)O (stereo not drawn),3.4%,7%,i,1.6
C#CCOCCOCCOCCNc1nc(N2CCN(C(=O)[C@H]([C@@H](C)O)n3cc(CCCCN)nn3)CC2)nc(N2CCN(C(=O)[C@H](C)n3cc(CCC(=O)O)nn3)CC2)n1,0.3%,6%,i,0.2
CCCCN(C(=O)c1cccc(S(=O)(=O)N(CC)c2ccccc2)c1)c1c(N)n(CCCC)c(=O)[nH]c1=O,1.5%[50 µM],7%,i,1.0
Cc1ccc(NC(=O)c2ncn(CCCN(C)CCc3ccccn3)n2)cc1C,0.0%,3%,i,0.6
COc1nc(=O)n(C2OC(CO)C(O)C2O)cc1C (stereo not drawn),2.1%,2%,i,1.2
CCOC(=O)c1cnc(N)nc1-c1ccccc1,0.3%,10%,i,0.7

# In a second layout: results already given.
Compound | UTI89 phage lysis | MgcRacGAP inhibition | Myeloid diff 2 | Myeloid diff 2 GFP+ MAC1+ %
CC(=O)C1CCC2C3CCC4CC(=O)CCC4(C)C3C(C)(O)CC12C (stereo not drawn) | 1.7% | -5% | i | 0.9
CC(=NNC(=S)N1CCCCCC1)c1cccc2cccnc12 | 1.0% | 1% | ? | /

# An excerpt from above in order of the MgcRacGAP inhibition value, falling:
Structure,MgcRacGAP inhibition,Myeloid diff 2 GFP+ MAC1+ %
CCOC(=O)c1cnc(N)nc1-c1ccccc1,10%,0.7
C[C@@H](NCCCn1cnc2c(OCc3ccccc3)ncnc21)c1cccc2ccccc12,8%,1.6
CC1(C)SC2c3ccccc3C(=O)N2C1C(=O)O (stereo not drawn),7%,1.6
C#CCOCCOCCOCCNc1nc(N2CCN(C(=O)[C@H]([C@@H](C)O)n3cc(CCCCN)nn3)CC2)nc(N2CCN(C(=O)[C@H](C)n3cc(CCC(=O)O)nn3)CC2)n1,6%,0.2
Cc1ccc(NC(=O)c2ncn(CCCN(C)CCc3ccccn3)n2)cc1C,3%,0.6
Cc1onc(-c2ccccc2)c1C(=O)N[C@@H]1C(=O)N2C1SC(C)(C)[C@@H]2C(=O)O (stereo partly drawn),1%,3.6

# Other entries:
SMILES,UTI89 phage lysis,MgcRacGAP inhibition,Myeloid diff 2,Myeloid diff 2 GFP+ MAC1+ %
C[C@H](NC(=O)COc1ccccc1)C(=O)OCC(=O)c1cc2ccccc2o1,-1.0%,2%,i,0.9
COC(=O)C1=C(\O)CCCC/C=C\1C(=O)O,-1.8%,2%,i,0.7
O=C1CCCCC1Nc1ccc2ccccc2c1 (stereo not drawn),-3.0%,3%,i,1.2
OC1c2cc(Cl)ccc2-c2c(Cl)cc(Cl)cc21 (stereo not drawn),-2.4%,5%,i,1.3
C(=NOCCc1ccccc1)c1cccnc1,0.4%,2%,i,1.4
COc1ccc(OCCN2CCCC2)cc1Nc1nnc(Cl)c(Nc2ccccc2S(C)(=O)=O)n1,2.7%,7%,i,1.6
N#CC(CC(=O)c1ccc(Cl)cc1)c1ccccc1 (stereo not drawn),-2.3%,3%,i,1.3
O=C(O)C(=Cc1ccccc1)Cc1ccccc1,0.2%,-1%,i,2.5

# High-throughput results (PubChem BioAssay)

# The list is partial (hit frequency here may not be typical).
